Screening results: PubChem BioAssay, several laboratories
PfHsp40 yeast – rescue of yeast from PfHsp40 toxicity, primary screen, S. cerevisiae, ATP luminescence | S. cerevisiae expressing PfHsp40, growth rescue | growth rescue, % at 12.5 µM | AID 504582, 2011 | 340,000 compounds, 0.68% hits; in the data active = growth rescue above about 28%, passing the limit was not always enough; inconclusive = no clear call, values can overlap the other calls;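 note: yeast W303a lacking pdr1 and pdr3 grown in galactose medium; growth measured after three days at 30 °C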
GDH-TPI counter – GDH-TPI coupling enzyme inhibitors, primary screen, artefact control for M. tuberculosis FBA inhibitor project, biochemical, absorbance, full deck. 360,000 compounds, 1.2% hits. inhibition, % at 4.8 µM. GDH-TPI coupled enzyme counterscreen, NADH absorbance; in the data active = inhibition above about 30%;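 note: 0% = DMSO wells and 100% = wells lacking the enzyme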
BoNT-A LC inh2 – BoNT/A light chain protease inhibitors, primary screen, biochemical, flow cytometry, MLPCN library; multiplex microsphere protease substrate cleavage; inhibition, % at 10 µM; Botulinum neurotoxin type A light chain protease (Clostridium botulinum A str. ATCC 3502); 360,000 compounds, 0.17% hits; AID 588499, 2011; note: plate controls were buffer without enzyme for full effect and enzyme alone for no effect
Mtb UGM inh – M. tuberculosis UGM enzyme inhibitors, primary screen, biochemical, fluorescence polarization, single point; purified UGM, fluorescence polarization probe displacement; 320,000 compounds, 0.06% hits; inhibition, % at 10 µM; in the data active = inhibition above about 10%, passing the limit was not always enough; inconclusive = no clear call, values can overlap the other calls
Target sequence (P9WIQ1 whole entry, looked up): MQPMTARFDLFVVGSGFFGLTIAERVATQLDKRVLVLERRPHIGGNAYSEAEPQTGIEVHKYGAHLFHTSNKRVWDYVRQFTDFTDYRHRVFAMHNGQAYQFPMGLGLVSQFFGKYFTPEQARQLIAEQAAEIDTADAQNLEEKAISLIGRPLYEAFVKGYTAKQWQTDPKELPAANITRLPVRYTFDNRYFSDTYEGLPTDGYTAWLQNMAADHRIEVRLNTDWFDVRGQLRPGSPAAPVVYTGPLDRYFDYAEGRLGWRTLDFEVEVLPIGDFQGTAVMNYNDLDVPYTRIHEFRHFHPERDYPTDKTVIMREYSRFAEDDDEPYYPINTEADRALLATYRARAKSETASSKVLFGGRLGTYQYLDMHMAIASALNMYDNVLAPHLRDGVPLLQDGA
Anthrax LF inh2 – Bacillus anthracis LF protease inhibitors, primary screen, biochemical, multiplex microsphere, MLPCN library | 360,000 compounds, 0.12% hits | inhibition, % at 10 µM | multiplex microsphere protease cleavage assay; note: plate controls were buffer without enzyme for full effect and enzyme alone for no effect
Mtb FBA inh – Mtb FBA enzyme inhibitors, primary screen, biochemical, fluorescence, strain H37Rv | Fructose-bisphosphate aldolase (Mycobacterium tuberculosis (strain ATCC 25618 / H37Rv)), … | purified M. tuberculosis FBA, fluorescence read-out | inhibition, % at 1 µM | 360,000 compounds, 2.3% hits; in the data active = inhibition above about 27%;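 note: 0% = vehicle and 100% = reference inhibitor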
Target sequence (P9WQA3 whole entry, looked up): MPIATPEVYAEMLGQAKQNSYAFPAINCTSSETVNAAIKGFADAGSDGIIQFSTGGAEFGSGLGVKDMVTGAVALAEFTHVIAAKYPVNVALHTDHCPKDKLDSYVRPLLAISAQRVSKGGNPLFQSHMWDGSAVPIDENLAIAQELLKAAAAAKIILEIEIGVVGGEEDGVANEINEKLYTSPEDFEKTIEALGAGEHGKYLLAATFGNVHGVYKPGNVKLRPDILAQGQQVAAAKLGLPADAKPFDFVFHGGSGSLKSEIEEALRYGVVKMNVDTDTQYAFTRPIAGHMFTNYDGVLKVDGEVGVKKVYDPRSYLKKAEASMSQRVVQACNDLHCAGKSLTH
BoNT F protease – BoNT/F light chain protease inhibitors, primary screen, biochemical, flow cytometry, MLPCN library; Multiplex microsphere protease cleavage assay; inhibition, % at 10 µM; Botulinum neurotoxin type F light chain protease (Clostridium botulinum); 360,000 compounds, 0.22% hits; AID 588497, 2011; in the data active = inhibition above about 35%, passing the limit was not always enough; inconclusive = no clear call, values can overlap the other calls; note: plate controls were buffer without enzyme for full effect and enzyme alone for no effect
Mtb BioA inh – M. tuberculosis BioA enzyme inhibitors, primary screen, biochemical, plate reader, single point, HTS | 360,000 compounds, 0.096% hits | purified M. tuberculosis BioA enzyme | AID 602481, 2012 | inhibition, % at 9.99 µM | 7,8-diaminopelargonic acid synthase BioA (Mycobacterium tuberculosis); in the data active = inhibition above about 40%; inconclusive = no clear call, values can overlap the other calls
FadD28 binding – inhibitors of FadD28 bisubstrate probe binding, primary screen, biochemical, fluorescence polarization, single point; Mycobacterium tuberculosis FadD28 fatty-acid-AMP ligase; inhibition, % at 12.5 µM; 360,000 compounds, 0.22% hits; AID 588549, 2011; in the data active = inhibition above about 8.5%, passing the limit was not always enough; inconclusive = no clear call, values can overlap the other calls
Active calls of the source: *; ? = inconclusive; · = no result given. Cut-off read from the data, not from the text of the source, unless noted: active = inhibition above about 30%; inconclusive = no clear call, values can overlap the other calls; inactive = below that.

Short keys: A = PfHsp40 yeast; B = GDH-TPI counter; C = BoNT-A LC inh2; D = Mtb UGM inh; E = Anthrax LF inh2; F = Mtb FBA inh; G = BoNT F protease; H = Mtb BioA inh; I = FadD28 binding
Nn1c(SCC(=O)Nc2ccc3c(c2)OCCO3)nnc1C(F)(F)F
  A: 0.8; B: -8; C: 0.2; D: 0.2; E: -2; F: -3; G: -3; H: 8.0; I: -4.3

C=CCN1CC[C@]23c4c5ccc(O)c4OC2C(O)CC[C@@]3(O)[C@H]1C5 (some centres not stated)
  A: 1.7; B: -9; C: 0.3; D: ·; E: 4; F: 2; G: -1; H: -0.4; I: -4.2

C=CCn1c(Cc2ccc(OC(C)C)c(Cl)c2)nnc1SCC(N)=O
  A: -0.7; B: 12; C: -0.2; D: -1.0; E: 0; F: 5; G: -1; H: 4.3; I: -7.4

Cc1nc(SCc2nc3ccccc3[nH]2)c2oc3ccccc3c2n1
  A: 18; B: -5; C: -0.6; D: -3.2; E: -4; F: -7; G: -17; H: 12; I: -7.1

CCOC(=O)c1cn2nc(SCc3ccccc3)nc2nc1C
  A: 3.3; B: 4; C: -0.5; D: -1.4; E: 4; F: 2; G: 6; H: 6.3; I: -0.8

CCCS(=O)(=O)c1nc(C)cc(C)c1S(C)(=O)=O
  A: 0.1; B: 0; C: 0.5; D: -0.1; E: 1; F: 1; G: -2; H: ·; I: -0.4

CCc1ccccc1OCC(=O)Nc1nnc(C2CC2)s1
  A: ·; B: 7; C: 0.0; D: ·; E: -1; F: -3; G: 2; H: -0.4; I: -2.7

Cc1c(CNC(=O)C2CC2)c(-n2cccc2)n(Cc2ccccc2)c1C
  A: 1.1; B: -7; C: -0.4; D: 0.9; E: -4; F: 1; G: -4; H: ·; I: -4.4

O=C(O)C(Cc1ccccc1)N1C(=O)C2C3CCC(C3)C2C1=O (configuration not stated)
  A: ·; B: 4; C: 0.1; D: ·; E: 5; F: 2; G: 0; H: -0.3; I: -1.1

O=C(Nc1cc(-c2nc3ccccc3s2)ccc1Cl)c1ccc2c(c1)OCO2
  A: -1.6; B: 11; C: 1.0; D: 0.3; E: -5; F: -4; G: 7; H: -2.9; I: -1.7

CSc1ccc(/C=C2\CCn3c2nc2cc(C(=O)O)ccc2c3=O)cc1
  A: -0.1; B: 63*; C: 0.4; D: 1.7; E: -5; F: 7; G: -22; H: 20; I: -7.0

CC(=O)NCCc1c[nH]c2ccc(OCc3ccccc3)cc12
  A: ·; B: 9; C: 2.6; D: -1.1; E: 4; F: 0; G: ?; H: 1.4; I: -1.4

Cc1ccc(NC(=O)NCCSc2ccc(C)cc2)cc1
  A: 0.4; B: 27; C: 0.1; D: -0.3; E: 0; F: -4; G: -3; H: 0.2; I: 0.1

CC(Sc1nc(N)cc(=O)[nH]1)C(=O)N1CCOCC1 (configuration not stated)
  A: 0.3; B: 0; C: -6.6; D: ·; E: 1; F: 5; G: 9; H: -5.4; I: -1.9

CCCCn1c(N)c(N(CC)C(=O)c2cc(CC)c(C)s2)c(=O)[nH]c1=O
  A: -0.1; B: -9; C: 3.0; D: -0.3; E: 1; F: 1; G: 5; H: ·; I: -0.8

Cc1cc(-c2nc(C)c(-c3nnc(SCC(=O)Nc4cc(Cl)cc(Cl)c4)n3C)s2)no1
  A: -0.6; B: -14; C: ?; D: -1.2; E: 10; F: 3; G: ?; H: ·; I: -3.8

CCC(=O)Nc1ccc(C(=O)Nc2cccc(C)n2)cc1
  A: -1.1; B: 11; C: 0.1; D: 0.1; E: 0; F: 3; G: -2; H: ·; I: -2.3

O=C1CC(N2CCOCC2)C(=O)N1Cc1ccc(N2CCCC2=O)cc1 (configuration not stated)
  A: 1.0; B: 5; C: -0.5; D: 2.8; E: -6; F: -5; G: -1; H: -1.8; I: -1.7

CCc1[nH]nc2c1C(c1cccnc1)C(C#N)=C(N)O2 (configuration not stated)
  A: -1.2; B: 11; C: 0.4; D: 0.9; E: 6; F: 3; G: 8; H: 0.6; I: -0.6

COc1ccc(C2/C(=C(/O)c3ccccc3)C(=O)C(=O)N2CCN2CCOCC2)c(OC)c1 (configuration not stated)
  A: -1.2; B: -3; C: 1.1; D: -3.0; E: 2; F: -12; G: 3; H: -1.1; I: -5.5

COc1ccc(Cl)cc1NC(=O)CN(C)C(=O)c1cccc2cccnc12
  A: -0.8; B: 5; C: -0.9; D: 1.6; E: -9; F: 0; G: -8; H: 2.9; I: -0.1

COc1cccc(NC(=O)N2CCCC2C(=O)NCc2ccc(Cl)cc2)c1 (configuration not stated)
  A: 0.1; B: 8; C: -7.2; D: -0.2; E: -14; F: 1; G: -34; H: -3.5; I: -0.2

Cc1ccc2nc(C)/c(=N\O)c(C)nc2c1
  A: 0.2; B: 7; C: -1.5; D: 0.5; E: -1; F: 7; G: -5; H: -0.6; I: -0.3

Cc1ccc(NC(=O)NC2CCN(S(=O)(=O)c3ccc(F)cc3)CC2)cc1
  A: 0.5; B: -3; C: 0.7; D: 1.5; E: -5; F: 1; G: -4; H: -0.4; I: -4.7

O=C(O)c1ccccc1-c1ccccc1C(=O)NCCCO
  A: 1.1; B: -9; C: ?; D: -0.2; E: 2; F: -1; G: 1; H: ·; I: -3.9

CCOC(=O)c1sc(NC(=S)NC(=O)c2cccc(Cl)c2)c(C(=O)OCC)c1C
  A: -0.4; B: 7; C: -1.0; D: 2.2; E: -8; F: 3; G: -14; H: -1.4; I: 1.5

Cc1nn(Cc2cccc(C(=O)N3N=C(C(F)F)CC3(O)C(F)F)c2)c(C)c1[N+](=O)[O-] (configuration not stated)
  A: -0.9; B: 7; C: -4.2; D: -2.4; E: 0; F: 5; G: -6; H: 2.4; I: -2.0

O=S(=O)(Nc1ccc(Cc2ccncc2)cc1)c1ccc(Br)cc1
  A: 0.1; B: -1; C: -0.4; D: -1.4; E: -2; F: -1; G: 1; H: ·; I: -4.4

O=C(CSc1ncn(-c2ccccc2)n1)Nc1ccc2c(c1)OCO2
  A: 0.9; B: -5; C: -1.2; D: 1.7; E: -6; F: 3; G: -12; H: 2.3; I: -1.7

COc1ccc(NC(=O)CS(=O)CC(=O)Nc2cccc3cccnc23)cc1 (configuration not stated)
  A: -0.3; B: 1; C: 0.3; D: 0.4; E: 0; F: 0; G: 0; H: 0.7; I: -0.1

Limited to Mtb FBA inh, Mtb UGM inh and Anthrax LF inh2, for three of the compounds above:
SMILES | Mtb FBA inh | Mtb UGM inh | Anthrax LF inh2
O=S(=O)(Nc1ccc(Cc2ccncc2)cc1)c1ccc(Br)cc1 | -1 | -1.4 | -2
O=C(CSc1ncn(-c2ccccc2)n1)Nc1ccc2c(c1)OCO2 | 3 | 1.7 | -6
COc1ccc(NC(=O)CS(=O)CC(=O)Nc2cccc3cccnc23)cc1 (configuration not stated) | 0 | 0.4 | 0

More entries
Short keys: A = PfHsp40 yeast; B = GDH-TPI counter; C = BoNT-A LC inh2; D = Mtb UGM inh; E = Anthrax LF inh2; F = Mtb FBA inh; G = BoNT F protease; H = Mtb BioA inh; I = FadD28 binding
CCOc1cc(CO)cc(Br)c1OCC(=O)Nc1ccccc1C
  A: -1.8; B: -5; C: -0.2; D: -0.9; E: -3; F: 2; G: 1; H: -0.7; I: -3.0

O=C(CN(CC1CCCO1)C(=O)CNS(=O)(=O)c1ccc(F)cc1)NCc1ccco1 (configuration not stated)
  A: -0.2; B: -10; C: -0.4; D: -1.2; E: -1; F: 0; G: -1; H: ·; I: -4.8

C=C(C)CNC(=S)Nc1cccc(N)n1
  A: -0.5; B: 5; C: 0.0; D: ·; E: -2; F: 3; G: 2; H: ·; I: -0.8

CCOC(=O)Cc1sc(N)nc1C
  A: -1.9; B: 0; C: 0.5; D: -1.3; E: 5; F: 2; G: 5; H: 8.0; I: 0.5

COC(=O)/C=c1\[nH]c2nnc(C)n2c1=O
  A: -1.6; B: 9; C: -0.1; D: -1.0; E: -9; F: 84*; G: -5; H: ·; I: 0.7

CC(C)CCn1nnnc1C(c1ccc(N(C)C)cc1)N1CCN(C(=O)c2ccco2)CC1 (configuration not stated)
  A: 0.3; B: -12; C: 0.8; D: 2.6; E: -3; F: 6; G: -8; H: 1.1; I: 1.1

CC(=O)c1ccc(S(=O)(=O)NC2CC(=O)N(c3ccc(C)cc3)C2)cc1 (configuration not stated)
  A: 0.1; B: 13; C: ·; D: 4.1; E: ·; F: 1; G: ·; H: 4.6; I: -0.9

CCc1cc(-c2nnn(CCC3COCCO3)c2CC)cc(CC)c1-c1cn(CCc2c[nH]c3ccccc23)nn1 (configuration not stated)
  A: ·; B: -1; C: 0.1; D: ·; E: -12; F: -1; G: -5; H: ·; I: 0.1

Cc1cccc(C)c1NC(=O)COC(=O)C1CC(=O)N(Cc2ccccc2)C1 (configuration not stated)
  A: -1.4; B: 13; C: -0.3; D: -0.7; E: 2; F: -1; G: 4; H: -0.5; I: 0.6

COc1ccccc1CNCc1cccs1
  A: -1.0; B: 4; C: -0.3; D: 0.0; E: -4; F: -1; G: -5; H: -2.2; I: -2.8

CCOC(=O)c1c(C)[nH]c(C(=O)Cn2c(=O)oc3ccccc32)c1C
  A: 0.8; B: 14; C: 0.9; D: 2.2; E: 0; F: -2; G: 12; H: 0.0; I: -6.3

CCC(C)N(C(=O)c1csnn1)C(C(=O)NCc1ccc(F)cc1)c1ccccc1F (configuration not stated)
  A: -0.8; B: -11; C: 0.9; D: -1.3; E: -1; F: -1; G: -6; H: -0.7; I: -3.1

CCCCc1ccc(Nc2ncccc2C#N)cc1
  A: 13; B: 2; C: -0.8; D: -1.1; E: 1; F: 3; G: -6; H: 1.6; I: 0.7

O=C(CC[C@H]1O[C@@H](n2cnc3c(NC(=O)c4ccccc4)ncnc32)[C@H](O)[C@@H]1O)NCc1ccccn1
  A: ·; B: ·; C: -0.9; D: ·; E: -9; F: 4; G: -2; H: 0.3; I: 0.1

Cc1nc(NCCc2ccccc2)c2nnn(Cc3ccccc3Cl)c2n1
  A: -1.5; B: -2; C: -0.5; D: 3.6; E: 6; F: 2; G: 10; H: -0.4; I: -2.8

CCCc1cc(C(=O)Nc2ccc(OC)cc2[N+](=O)[O-])cs1
  A: 2.2; B: 3; C: 0.3; D: ·; E: 2; F: -3; G: -3; H: -2.1; I: -5.2

COC(=O)[C@@H]1C[C@@]2(O)[C@@H](O)[C@@H](O)[C@@H](O)C[C@H]2N1Cc1ccc(Cl)cc1
  A: 13; B: -2; C: -0.2; D: 3.4; E: -5; F: -2; G: 4; H: -4.8; I: -2.5

CCN1CCCC1CNC(=O)C(=O)NCCc1ccc(OC)c(OC)c1 (configuration not stated)
  A: 1.6; B: -3; C: -1.1; D: -1.2; E: -4; F: 2; G: 0; H: ·; I: -5.3

Cn1c(=O)c2c(nc(NCCO)n2CCCc2ccccc2)n(C)c1=O
  A: -0.3; B: -4; C: -1.3; D: -0.6; E: -4; F: 0; G: -11; H: -0.1; I: -1.7

Cc1cc(C)cc(NC(=O)CCC(=O)N2CCSc3ccccc32)c1
  A: 2.9; B: -1; C: 0.0; D: ·; E: 2; F: 0; G: -5; H: -0.1; I: -3.8

CC(=O)c1ccc(NC(=O)C2(c3ccccc3)CCOCC2)cc1
  A: 0.9; B: -1; C: -1.5; D: -0.6; E: -1; F: 3; G: -18; H: 12; I: -1.0

COc1ccc(NS(=O)(=O)c2cc(N)ccc2N2CCCCC2)cc1
  A: 1.3; B: 1; C: -0.6; D: -2.3; E: -5; F: 2; G: -3; H: ·; I: -0.6

Cc1cccc(Nc2nc(N3CCOCC3)nc(N3CCOCC3)n2)c1
  A: -0.3; B: 4; C: -2.9; D: -1.3; E: -17; F: 7; G: -3; H: -0.6; I: 1.1
